AmpC no deterg = inhibitors of E. coli AmpC beta-lactamase without detergent. AmpC nitrocefin hydrolysis, absorbance 480 nm, 0.0001% Triton. P00811. AID 485341. 330,000 tested, 0.52% active. Potency, µM (doses to about 57.1 µM), without a hit: at the top dose activity change, negative = inhibition, most hits filed as inhibitors;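 note: potency is the fitted concentration of half-maximal effect; plate controls were no compound for no effect and no enzyme for full effect; nearly all actives have a fitted effect of over 20% in size; some results filed as inactive show a strong effect at the top dose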
Target sequence (P00811 whole entry, looked up): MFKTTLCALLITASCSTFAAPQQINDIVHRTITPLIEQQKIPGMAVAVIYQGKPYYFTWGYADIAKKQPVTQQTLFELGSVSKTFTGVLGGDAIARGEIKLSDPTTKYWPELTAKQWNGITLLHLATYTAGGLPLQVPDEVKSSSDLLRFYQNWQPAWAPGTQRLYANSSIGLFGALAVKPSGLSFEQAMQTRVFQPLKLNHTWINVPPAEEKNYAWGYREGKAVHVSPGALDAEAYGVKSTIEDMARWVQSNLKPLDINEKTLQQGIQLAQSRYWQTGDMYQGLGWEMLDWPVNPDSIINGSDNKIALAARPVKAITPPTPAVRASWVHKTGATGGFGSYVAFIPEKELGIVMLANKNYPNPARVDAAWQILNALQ
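20 mM phosphate pH 7.0 + 0.01% (detergent screen) or 0.0001% Triton X-100; 5.3 nM AmpC reagent; cpd preinc 15 min RT; nitrocefin (800 uM stock) to start; A480 q20 s × 4 min; Activity was normalised to no-enzyme and no-compound control wells.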
AmpC inh detg = AmpC beta-lactamase inhibition with detergent present; AmpC hydrolysis of nitrocefin, absorbance 480 nm, 0.01% Triton; AID 485294; 370,000 tested, 0.041% active; Potency, µM (top dose mostly 114 µM), inactives show top-dose activity change, negative = inhibition, usual class: inhibitors; P00811;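 note: potency is the fitted concentration of half-maximal effect; 0% = no-compound wells and -100% = no-enzyme wells; nearly all actives have a fitted effect of over 25% in size; some results filed as inactive show a strong effect at the top dose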
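20 mM phosphate pH 7.0 + 0.01% (detergent screen) or 0.0001% Triton X-100; 5.3 nM AmpC reagent; cpd preinc 15 min RT; nitrocefin (800 uM stock) to start; A480 q20 s × 4 min; Activity was normalised to no-enzyme and no-compound control wells.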
Tb PYK inh = inhibitors of Trypanosoma brucei pyruvate kinase; Q57TT1; TbPYK enzyme, Kinase-Glo Plus ATP luminescence, 45 min; Potency, µM (titrated, usually from 76.8 µM), inactives show top-dose activity, negative = inhibition, hits mostly inhibitors; 410,000 tested, 0.12% active; note: potency is the fitted concentration of half-maximal effect; nearly all actives have a fitted effect of over 50% in size
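Activity of T. brucei pyruvate kinase was followed by Kinase-Glo Plus luminescence after the enzyme reacted 45 min at room temperature with 130 uM ADP (final) and substrate. Test compounds were added before ADP at multiple concentrations.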
AMA1 RON2 block = AMA1-RON2 (P. falciparum) interaction inhibition. Potency, µM (doses to about 58.2 µM), inactives show at the top dose activity change, negative = inhibition, actives largely listed as inhibitors. AID 720542. AlphaScreen AMA1-biotinylated RON2 peptide binding. 360,000 tested, 0.2% active;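 note: potency is the fitted concentration of half-maximal effect; 0% = vehicle wells and -100% = peptide control; nearly all actives have a fitted effect of over 45% in size; some results filed as inactive show a strong effect at the top dose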
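AMA1 (3D7) with his tag at 25 nM final met compounds first, then biotinylated RON2 peptide at 25 nM; detection used donor plus acceptor beads, 10 µg/mL apiece, read by AlphaScreen after 30 min at room temperature.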
Sm TGR inh = S. mansoni TGR enzyme inhibition | purified TGR, DTNB reduction, TNB absorbance 405 nm | Potency, µM (highest dose often 114 µM), for the others: at the highest dose activity change, negative = inhibition, actives largely listed as inhibitors | 360,000 tested, 3% active | AID 485364; note: potency is the fitted concentration of half-maximal effect; nearly all actives have a fitted effect of over 60% in size
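First, TGR (20 nM dispensed) and NADPH were mixed with compound. Second, a 15 min room-temperature incubation followed. Third, further NADPH and then DTNB were added to start the reaction. Finally, TNB absorbance was monitored kinetically.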
LmPK inh = blocks Leishmania mexicana pyruvate kinase activity; Q27686; purified LmPK, Kinase-Glo ATP luminescence, 1 h; Potency, µM (doses to about 57.5 µM), for the others: at the top dose activity change, negative = inhibition, hits mostly inhibitors; 290,000 tested, 0.37% active; note: potency is the fitted concentration of half-maximal effect
Target sequence (Q27686 whole entry, looked up): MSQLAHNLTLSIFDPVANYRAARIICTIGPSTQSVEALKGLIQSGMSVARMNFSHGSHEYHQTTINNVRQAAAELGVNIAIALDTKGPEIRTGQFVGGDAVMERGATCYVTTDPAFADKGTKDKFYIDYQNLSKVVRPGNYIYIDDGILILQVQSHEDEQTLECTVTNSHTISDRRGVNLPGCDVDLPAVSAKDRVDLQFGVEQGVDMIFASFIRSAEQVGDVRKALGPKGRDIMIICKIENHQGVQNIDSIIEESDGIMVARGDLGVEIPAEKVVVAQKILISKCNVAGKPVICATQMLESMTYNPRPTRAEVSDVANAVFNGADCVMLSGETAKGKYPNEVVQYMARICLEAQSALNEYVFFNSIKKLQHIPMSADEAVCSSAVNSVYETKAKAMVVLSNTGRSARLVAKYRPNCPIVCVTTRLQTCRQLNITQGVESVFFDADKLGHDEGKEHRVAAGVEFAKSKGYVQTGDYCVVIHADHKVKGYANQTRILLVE
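Purified LmPK (0.1 nM) converted ADP (0.1 mM) to ATP with PEP (0.5 mM) in imidazole buffer pH 7.2 with KCl and MgCl2, 1 h at room temperature. ATP was read by Kinase-Glo luminescence; data normalized to uninhibited and no-enzyme controls.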
HCMV antiviral = blocks human cytomegalovirus replication; HFF cells, HCMV-luciferase reporter, 72 h; hits give low values; activity change, negative = inhibition, % at 57.5 µM; 410,000 tested, 4.5% active; in the data active = activity change below about -60%; inconclusive = no clear call, values can overlap the other calls; inactive = above about -39%
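Compounds were evaluated in HFFs infected with an HCMV luciferase reporter virus (MOI 1 PFU/cell). Luciferase in lysates collected 72 h post infection served as the replication measure.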
* marks the source's active call; other numbers are inactive results; ? = inconclusive; nt = not tested or not shown; [ ] = dose if it differs, or a comment. Unless noted, calls come from the whole dose curve; as a rule, active = well fitted curve in the direction sought with a large enough effect; inconclusive = small, poorly fitted or top-dose-only effect, or another doubt; inactive = no such curve, though single readings can be large; an effect the other way counts as inactive or inconclusive. Unless noted, % is set by controls: 0 for no effect and ±100 for the full control effect.

mol | Tb PYK inh | AmpC no deterg | LmPK inh | Sm TGR inh | HCMV antiviral | AMA1 RON2 block | AmpC inh detg
COc1ccc(-c2c(-c3ccsc3)oc(=O)c3cc(OC)c(OC)cc23)cc1 | 2% | -25% | nt | -8% | 22 | 5% | 0%
CCCNC(=S)Nc1ccccc1 | -7% | -3% | 1% | -9% | -65* | -9% | -1%
CN1CC[C@]23c4c5ccc(O)c4OC2C(O)C=CC3[C@H]1C5 (stereo not given in full) | 8% | -18% | nt | nt | ? | 33%[activator] | nt
CN(/C(=N\S(=O)(=O)c1ccccc1)C(F)(F)F)c1ccccc1 | -2% | -3% | 7% | 32% | 23 | -5% | -19%
CCOc1ccccc1OCCCC(=O)NNC(=O)c1ccc(F)cc1 | 1% | -9% | nt | nt | 21 | 42%[activator] | nt
O=C(NCCN1CCOCC1)C(=O)NCC1OCCN1S(=O)(=O)c1ccccc1 (stereo not given) | 6% | -40% | -5% | -8% | -12 | 45%[activator] | -2%
Cc1c(Cl)c([N+](=O)[O-])nn1CC(=O)NCc1cccnc1 | 2% | -6% | 5% | nt | -8 | -24% | -2%
CCOc1ccc(OCc2cccc(C(=O)N3CCCC3)c2)cc1 | -12% | 32% | 2% | 14% | 195 | 12% | 1%
O=C(Nc1nccs1)C1(c2ccc(Cl)cc2)CC1 | -20% | -9% | 4% | 11% | -38 | 14% | -9%
COc1ccc(Cl)cc1C1=NOC2(CCC2)C(=O)N1Cc1cccc(C#N)c1 | 2% | nt | nt | nt | -4 | 11% | nt
O=C(CCNC(=O)c1ccc(Br)cc1)Nc1cccc(S(=O)(=O)N2CCCC2)c1 | -5% | -24% | nt | -1% | -6 | -1% | -18%
CC(=O)OCC1=C(C(=O)O)N2C(=O)C(NC(=O)Cn3nc(C(F)F)c(Cl)c3C)C2SC1 (stereo not given) | -1% | -15% | -2% | 22µM* | -14 | 23% | 0%
O=C(NCc1ccccc1)C1(CC2CC(c3ccccc3)=NO2)CCNCC1 (stereo not given) | -9% | 81%[activator] | nt | 50µM* | -26 | -18% | 2%
COc1ccc(N2CCN(C(=O)c3ccc4c(c3)OCO4)CC2)cc1 | 2% | 15% | 1% | -6% | -4 | -23% | 0%
CCOc1ccc(S(=O)(=O)N2CCCCC2)cc1NC(=O)C1COc2ccccc2O1 (stereo not given) | 1% | -10% | nt | -1% | -38 | -5% | 8%
Cc1onc(-c2ccccc2)c1C(=O)OCC(=O)Nc1ccc(C#N)cc1 | -7% | -25% | nt | -8% | -40 | -7% | -12%
COc1ccc(OC)c(NC(=O)CSc2ccc3nnc(-c4cccnc4)n3n2)c1 | -6% | -5% | 1% | 6% | 19 | ? | 1%
c1ccc(-c2[nH]c[n+](CC3CO3)c2-c2ccccc2)cc1 (stereo not given) | nt | 37% | 5% | -5% | nt | nt | 4%
CCOc1ccc(-c2nc(SCC(=O)Nc3ccc4c(c3)OCCO4)c(-c3ccc(F)cc3)[nH]2)cc1 | -10% | nt | nt | -1% | -32 | nt | 7%
Cc1cccnc1NC(=O)c1ccc(NS(=O)(=O)c2ccc3[nH]c(=O)[nH]c3c2)cc1 | 0% | -18% | nt | -3% | -3 | -3% | -11%
Cc1ccc(CNC(=O)c2cc3c(=O)n4cccc(C)c4nc3s2)cc1 | 5% | nt | nt | 8% | 9 | nt | 20%
COc1ccccc1NC(=O)c1cn(-c2ccccc2)nc1-c1ccccc1 | 2% | nt | nt | -1% | -1 | nt | 19%
Oc1ccc(/C=N/n2c(-c3ccco3)csc2=Nc2cccnc2)c(O)c1 | -11% | -52% | -5% | -18% | ? | 46%[activator] | 0%
COC(=O)c1ccc(/C=N/NC(=O)CCSc2nc3ccccc3s2)cc1 | nt | -14% | -1% | 9% | -31 | nt | -14%
COc1ccc(CSCCc2n[nH]c(=S)n2-c2ccccc2)cc1 | 3.2µM* | -12% | -3% | 4% | -22 | 81%[activator] | 6%
O=c1c(C=Nc2cccc(C(F)(F)F)c2)c[nH]n1-c1cccc(Cl)n1 | 8% | -3% | 1% | 0% | 56 | -7% | 3%
CCc1c(C(=O)N/N=C/c2ccc(OCc3ccc(F)cc3)c(OC)c2)nnn1-c1nonc1N | -1% | -28% | -1% | 10% | 30 | 18% | -8%
CCOP(=O)(c1c(F)c(F)c(F)c(F)c1F)C(O)c1ccccc1 (stereo not given) | -6% | -7% | -3% | -3% | -31 | -2% | ?
CCOCCCNS(=O)(=O)c1ccc(NC(=O)c2ccccc2)cc1 | 2% | -7% | -3% | 6% | -11 | -8% | ?
Cc1ccccc1-c1noc(-c2ccc(N3CCC(C)CC3)c([N+](=O)[O-])c2)n1 | -4% | nt | nt | -4% | 13 | nt | 2%
COC(=O)C1=C(c2ccc(OC)c(OC)c2)C[C@@H]2CC[C@H]1N2C(=O)NCC1CC1 | -7% | -10% | nt | -15% | 0 | 2% | -3%
Cn1c(C(=O)N2CCC(C(N)=O)CC2)cc2c(=O)n(C)c3ccccc3c21 | -6% | -12% | 10% | -27% | 21 | 12% | -11%
O=c1[nH]c(CSc2ncnc3sc(-c4ccccc4)cc23)nc2ccccc12 | -10% | -2% | 3% | -5% | -12 | 21% | 2%
O=C(CSc1ncnc2c1oc1ccccc12)NC1CCCC1 | 5% | 2% | 0% | -2% | -17 | -7% | ?
O=C(COC(=O)c1cc(=O)[nH]c2ccccc12)NC1CCCCCCC1 | -1% | -21% | 2% | -5% | -16 | 34%[activator] | -6%
CCOc1ccc(-c2cccc(NC(=O)c3ccco3)c2)nn1 | -1% | -30% | nt | -5% | 3 | 12% | -11%
COc1ccc(CNC(=O)c2[nH]c(C(F)(F)F)nc2-c2ccccc2)cc1 | -2% | nt | nt | nt | -10 | -1% | nt
COCCn1c(SCC(=O)NCC(c2ccccc2)N(C)C)nc2sc3c(c2c1=O)CCC3 (stereo not given) | -5% | nt | nt | nt | -14 | -2% | nt
CCOC(=O)c1c(NC(=O)c2cc(-c3ccc(Br)cc3)on2)sc(C(C)=O)c1C | 1% | nt | nt | 4% | 12 | nt | 19%
CCCNC(=O)C1(C)CCN(Cc2ccc3ccccc3c2Br)C1 (stereo not given) | 1% | nt | nt | nt | -4 | 1% | nt
Cc1ccc(-n2c(SCc3ccccc3F)nc3[nH]ncc3c2=O)cc1C | 1% | nt | nt | -4% | -15 | nt | 1%
COc1cc(/C=C2\SC(=S)N(CC(=O)NC(C)(C)C)C2=O)cc(OC)c1OC | -21% | 102%[activator] | -1% | 5% | 4 | -13% | 4%
CC(C)N1CCCC(C)(C(=O)Nc2nc3ccccc3n2C)C1 (stereo not given) | -1% | nt | nt | nt | 5 | 30% | nt
CCOc1ccc(CCN2C(=O)C(=O)N([C@@H](CC(C)C)CN3CCC[C@H]3CN3C(=O)C(=O)NC[C@@H]3Cc3ccc(O)cc3)C[C@@H]2Cc2ccccc2)cc1 | 1% | nt | nt | nt | -13 | 8% | nt
COc1cccc(-n2nc(C#N)c(Cl)cc2=O)c1 | 1% | -21% | -4% | 2.5µM* | -96* | -22% | -1%
COc1ccc(C(=O)C(C)OC(=O)c2sc(C)nc2C)cc1 (stereo not given) | -5% | 17% | nt | -15% | 0 | -7% | 4%
CCC(C)NC(=O)c1c(C)oc2ncn(CC(C)C)c(=O)c12 (stereo not given) | -3% | nt | nt | -4% | -5 | nt | 14%
CNC(=O)c1ccccc1NC(=O)c1ccco1 | -2% | -8% | 1% | -3% | 8 | -3% | -3%
Cc1ccc(-n2nnnc2SC(C)C(=O)Nc2ccccc2-c2ccccc2)cc1 (stereo not given) | 0% | -20% | 2% | 2% | -61* | 47%[activator] | -14%
COc1ccccc1NC(=O)C(Cc1ccccc1)NS(=O)(=O)c1ccc2c(c1)c(=O)n(C)c(=O)n2C (stereo not given) | 0% | nt | nt | -11% | -30 | nt | -6%

Next results.
mol | Tb PYK inh | AmpC no deterg | LmPK inh | Sm TGR inh | HCMV antiviral | AMA1 RON2 block | AmpC inh detg
CCCCCn1c(=O)c(C(=O)NCc2ccc(Cl)cc2)c(O)c2ccccc21 | -5% | -30% | 8% | -2% | 13 | 6% | ?
CN1CCN(c2nnc(-c3ccc(F)cc3)c3ccccc23)CC1 | 3% | 5% | 3% | 2% | 47 | -10% | ?
COc1cccc(-c2cn3c(n2)sc2cc(C(=O)NCc4cccs4)ccc23)c1 | 0% | nt | nt | 4% | nt | nt | 18%
N#CCN1CCN(CC(=O)c2ccc(Br)cc2)CC1 | 2% | -6% | 1% | 11µM* | -2 | 6% | 11%
CCCSc1nsc(NC(=O)CC)n1 | -14% | -8% | ? | 12% | 11 | 5% | -11%

Given with two lines to a compound: part of the list above
Every second line gives: Tb PYK inh, AmpC no deterg, LmPK inh, Sm TGR inh, HCMV antiviral, AMA1 RON2 block, AmpC inh detg
- COc1ccc(C(=O)C(C)OC(=O)c2sc(C)nc2C)cc1 (stereo not given)
 : -5%, 17%, nt, -15%, 0, -7%, 4%
- CCC(C)NC(=O)c1c(C)oc2ncn(CC(C)C)c(=O)c12 (stereo not given)
 : -3%, nt, nt, -4%, -5, nt, 14%
- CNC(=O)c1ccccc1NC(=O)c1ccco1
 : -2%, -8%, 1%, -3%, 8, -3%, -3%
- Cc1ccc(-n2nnnc2SC(C)C(=O)Nc2ccccc2-c2ccccc2)cc1 (stereo not given)
 : 0%, -20%, 2%, 2%, -61*, 47%[activator], -14%
- COc1ccccc1NC(=O)C(Cc1ccccc1)NS(=O)(=O)c1ccc2c(c1)c(=O)n(C)c(=O)n2C (stereo not given)
 : 0%, nt, nt, -11%, -30, nt, -6%
- CCCCCn1c(=O)c(C(=O)NCc2ccc(Cl)cc2)c(O)c2ccccc21
 : -5%, -30%, 8%, -2%, 13, 6%, ?
- CN1CCN(c2nnc(-c3ccc(F)cc3)c3ccccc23)CC1
 : 3%, 5%, 3%, 2%, 47, -10%, ?
- COc1cccc(-c2cn3c(n2)sc2cc(C(=O)NCc4cccs4)ccc23)c1
 : 0%, nt, nt, 4%, nt, nt, 18%
- N#CCN1CCN(CC(=O)c2ccc(Br)cc2)CC1
 : 2%, -6%, 1%, 11µM*, -2, 6%, 11%
